proCasp3 act: activators of human procaspase-3 D3A mutant, primary screen, biochemical, absorbance, PC-3 D3A mutant, single concentration. activation, % at 8.5 µM. Caspase-3 (Homo sapiens), P42574. hit rate 0.11% among 330,000. recombinant procaspase-3 D3A, Ac-DEVD-pNA absorbance 405 nm;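 active = activation above the mean of all tested compounds plus 3 SD, cut at about 21% in these data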;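 note: 0% = DMSO alone and 100% = DMSO wells spiked with extra 5 µM PC-3 D3A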
Target sequence (P42574 whole entry D9A/D28A/D175A): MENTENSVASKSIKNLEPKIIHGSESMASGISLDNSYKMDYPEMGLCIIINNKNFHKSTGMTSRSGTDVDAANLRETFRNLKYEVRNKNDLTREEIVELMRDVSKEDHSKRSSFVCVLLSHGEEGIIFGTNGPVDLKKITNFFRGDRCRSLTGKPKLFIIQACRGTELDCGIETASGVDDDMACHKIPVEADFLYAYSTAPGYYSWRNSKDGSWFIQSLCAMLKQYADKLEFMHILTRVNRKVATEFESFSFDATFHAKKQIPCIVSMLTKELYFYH
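Test system: Procaspase-3 D3A mutant, all three cleavage aspartates alanine | Dosing: Single dose, 8.5 µM nominal compound, 0.8% DMSO | Schedule: 1 h preincubation, 2 h reaction | Technique: 405 nm absorbance of p-nitroaniline, reads at 0 and 120 min | Repeats: One well per compound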
CTSL1 counter: Fasciola hepatica cathepsin L1 inhibitors, primary screen, counter-screen for PFM18AAP inhibitor project, biochemical, QFRET, fluorogenic peptide substrate. recombinant F. hepatica cathepsin L1, Z-Leu-Arg-MCA fluorescence. inhibition, % at 5.96 µM. hit rate 0.49% among 300,000. AID 1906, 2009;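 active = inhibition above the mean of all tested compounds plus 3 SD, set per screening campaign, cut at about 17% in these data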;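 note: 0% = plate median of test compound wells and 100% = 1 µM Z-Phe-Ala-diazomethylketone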
GASC-1 inh: inhibitors of GASC-1 histone demethylase, primary screen, biochemical, fluorescence, DELFIA europium; Lysine-specific demethylase 4C (Homo sapiens), Q9H3R0; GST-JMJD2C(1-420) H3K9me3 demethylation; inhibition, % at 2.35 µM; hit rate 0.069% among 330,000;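 active = more than half of a compound's replicate wells show inhibition beyond 50%, single wells judged on their own value; inconclusive = some, but no more than half, of replicates pass 50% inhibition; inactive = no replicate passes 50% inhibition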;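 note: signal counts dimethyl H3K9 product captured on neutravidin plate; 0% = median of DMSO wells and 100% = 0.3 times that DMSO median; strong numbers were not always called active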
PP5 inh: PP5 phosphatase inhibitors, primary screen, biochemical, fluorescence. Serine/threonine-protein phosphatase 5 (Homo sapiens), P53041. purified PP5c, OMFP substrate fluorescence. inhibition, % at 6.7 µM. hit rate 0.18% among 320,000. AID 1987, 2009;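 active = inhibition above the campaign's mean inhibition across all tested compounds plus 3 SD, cut at about 9.5% in these data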;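 note: 0% = DMSO only and 100% = 100 µM cantharidin control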
Efflux pump inh: inhibitors of Candida efflux pumps in yeast, primary screen, S. cerevisiae, Nile Red, multiplex; S. cerevisiae Candida pump triplex; inhibition, % at 10 µM; hit rate 0.44% among 330,000; AID 485275, 2010;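 active = plate passing quality check with inhibition over a set limit, or well fluorescence over plate mean plus 4 SD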;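 note: Nile Red retained in pooled yeast measured as flow cytometry median fluorescence; 0% = buffer negative control and 100% = Enniatin B positive control; higher means more Nile Red kept so more efflux inhibition; some compounds called inactive have numbers as strong as hits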
procasp7 counter: procaspase-7 activators, primary screen, counter-screen for procaspase-3 activator project, biochemical, absorbance, HTS, human | Caspase-7 (Homo sapiens), P55210 | recombinant procaspase-7, Ac-DEVD-pNA absorbance 405 nm; D23A/D198A/D206A triple mutant, cannot self-cleave; scale: DMSO 0, 5 µM enzyme 100 | activation, % at 8.5 µM | hit rate 0.093% among 330,000;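 active = percent activation above the screen-wide mean plus 3 SD, cut at about 25% in these data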
Target sequence (P55210 whole entry D23A/D198A/D206A): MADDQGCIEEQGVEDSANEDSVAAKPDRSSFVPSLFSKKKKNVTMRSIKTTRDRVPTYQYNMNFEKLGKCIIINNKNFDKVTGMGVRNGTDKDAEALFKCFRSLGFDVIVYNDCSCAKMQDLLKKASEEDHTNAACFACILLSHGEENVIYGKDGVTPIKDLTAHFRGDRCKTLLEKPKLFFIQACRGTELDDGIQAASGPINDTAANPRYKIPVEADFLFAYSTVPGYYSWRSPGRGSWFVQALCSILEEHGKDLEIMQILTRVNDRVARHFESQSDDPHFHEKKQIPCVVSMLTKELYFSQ
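Replicates: singlicate. Assay system: Procaspase-7 triple mutant (PC-7 D3A). Signal: 405 nm absorbance of p-nitroaniline. Times: 1 h preincubation, 2 h reaction. Buffer or medium: Zinc-free HEPES pH 7.4 with 300 mM NaCl, 0.01% Triton X-100. Also added: DEVD-pNA substrate. Benchmarks: DMSO wells as 0%, DMSO with 5 µM added PC-7 as 100%.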
TPT1 inh: Candida albicans TPT1 enzyme inhibitors, primary screen, biochemical, fluorescence polarization. tRNA 2'-phosphotransferase TPT1 (Candida albicans SC5314). recombinant caTPT1, FP RNA substrate dephosphorylation. inhibition, % at 5 µM. hit rate 0.81% among 300,000;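 active = inhibition above the mean of all tested compounds plus 3 SD, set per screening campaign, cut at about 24% in these data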;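 note: plate controls were DMSO alone for no effect and ferristatin control at 100 nM for full effect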
PP1 inh: PP1-alpha phosphatase inhibitors, primary screen, counter-screen for PP5 inhibitor project, biochemical, fluorescence, OMFP substrate, single point. purified PP1alpha. inhibition, % at 6.7 µM. hit rate 0.9% among 320,000. AID 2235, 2010;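 active = inhibition above the mean inhibition of all tested compounds plus 3 SD, computed separately for each screening campaign, cut at about 15% in these data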
Target sequence (P62136 whole entry, looked up): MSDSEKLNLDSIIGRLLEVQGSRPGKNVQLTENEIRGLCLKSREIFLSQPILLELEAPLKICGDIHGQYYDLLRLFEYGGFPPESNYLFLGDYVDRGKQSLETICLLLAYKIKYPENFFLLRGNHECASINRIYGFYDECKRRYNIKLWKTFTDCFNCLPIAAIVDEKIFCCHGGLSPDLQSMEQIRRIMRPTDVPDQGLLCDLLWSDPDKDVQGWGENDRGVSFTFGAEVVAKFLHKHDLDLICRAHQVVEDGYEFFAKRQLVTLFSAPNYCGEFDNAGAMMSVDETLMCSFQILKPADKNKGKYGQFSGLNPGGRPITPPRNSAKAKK
HCV core dimer: inhibitors of HCV core protein dimerization, primary screen, biochemical, TR-FRET, high-throughput; TR-FRET GST/Flag-core106 dimerization, 1536-well; AID 1899, 2009; inhibition, % at 5 µM; hit rate 0.33% among 300,000;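 active = inhibition above the mean of all tested compounds plus 3 SD, set per screening campaign, cut at about 45% in these data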
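System – GST-tagged and Flag-tagged HCV core protein residues 1-106 · Repeats – one well for each compound · Technique – TR-FRET 671 and 617 nm emission · Doses – one concentration, 5 µM, in 0.5% DMSO · Times – 4 h, 22.5 °C incubation · Also added – Eu donor and XL665 acceptor anti-tag antibodies · Measure – percent inhibition of core106 dimerization signal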
Numbers without * were called inactive; ? = inconclusive; / = not tested or not shown; & = joins results of further samples.

SMILES | proCasp3 act | CTSL1 counter | GASC-1 inh | PP5 inh | Efflux pump inh | procasp7 counter | TPT1 inh | PP1 inh | HCV core dimer
CCC(C)NC(=O)NC1C(NC(=O)NC(C)CC)N(C)C(=O)N1C (configuration not stated) | -5 | -2 | ? | 0.5 | 0.0 | 4 | -2 | -2 | -6
Cc1ccc(NC(=O)CNC(=O)C2CCCCC2)nc1 | -7 | 6 | 3 | 0.7 | 0.0 | 1 | 3 | -4 | 0
O=C1C=C(O)C(n2cncn2)C(c2ccc(F)cc2)C1 (configuration not stated) | 1 | -2 | 4 | 1.8 | 0.1 | -9 | -1 | -2 | 0
COc1ccc(C(c2nnnn2C2CCCCC2)N2CCN(c3ccc(OC)cc3)CC2)cc1 (configuration not stated) | 7 | 4 | 22&-1 | 4.9 | 0.2 | 1 | 1 | 5 | 8
CCC(C)NC(=O)C(=O)NCC1CCCN1CC (configuration not stated) | -2 | 4 | -2 | -1.1 | -0.4 | 1 | 0 | -4 | -2
COc1ccc(/C=N/NC(=O)c2ccccc2O)cc1Cn1nnc2ccccc21 | 5 | -1 | 9 | 0.5 | 0.0 | 3 | -1 | -1 | 4
COc1ccc(CCN(C)C(=O)c2cccc(S(=O)(=O)NCc3ccccc3)c2)cc1OC | -6 | 2 | -3 | 1.3 | 0.2 | -2 | 2 | -1 | -3
O=C1C(Oc2ccccc2)C(c2ccc3c(c2)OCO3)N1CCc1ccc(F)cc1 (configuration not stated) | 0 | 5 | 1 | -1.6 | 0.4 | -3 | 4 | 0 | 6
COc1ccc(OCCCC(=O)OCC(=O)Nc2ccc(Cl)cn2)cc1 | -3 | -4 | -6 | 0.7 | 0.1 | 9 | 5 | -1 | 5
COc1ccc(CCNC(=O)COC(=O)c2ccc(Br)o2)cc1 | -11 | -10 | 33 | 1.7 | -0.1 | 8 | 0 | 1 | -7

The final three entries of the section before lead into the next:
SMILES | proCasp3 act | CTSL1 counter | GASC-1 inh | PP5 inh | Efflux pump inh | procasp7 counter | TPT1 inh | PP1 inh | HCV core dimer
O=C1C(Oc2ccccc2)C(c2ccc3c(c2)OCO3)N1CCc1ccc(F)cc1 (configuration not stated) | 0 | 5 | 1 | -1.6 | 0.4 | -3 | 4 | 0 | 6
COc1ccc(OCCCC(=O)OCC(=O)Nc2ccc(Cl)cn2)cc1 | -3 | -4 | -6 | 0.7 | 0.1 | 9 | 5 | -1 | 5
COc1ccc(CCNC(=O)COC(=O)c2ccc(Br)o2)cc1 | -11 | -10 | 33 | 1.7 | -0.1 | 8 | 0 | 1 | -7
CCc1nnc(NC(=O)CSc2nnc(-c3ccoc3C)n2-c2cccc(C)c2)s1 | 2 | 0 | 8 | -0.8 | 0.1 | 5 | 1 | -1 | 9
O=C(O)CCC(=O)N1CCN(c2ccccn2)CC1 | 4 | -7 | 0 | 3.3 | 0.0 | -1 | -2 | 2 | 2
COCCNC(=O)c1onc(CSc2nc3ccccc3[nH]2)c1C(=O)NCCOC | 1 | -5 | -4 | 2.8 | -0.1 | 4 | 0 | -4 | -15
Cc1ccc2nc(Cn3cc(C(F)(F)F)cc(Cl)c3=O)cc(=O)n2c1 | 4 | 1 | -4 | 1.4 | 0.1 | -4 | 4 | -6 | -1
COc1ccc(C(=O)C2CCCN(Cc3ccc(Sc4nncn4C)o3)C2)cc1F (configuration not stated) | -2 | -3 | -5 | 3.4 | 0.2 | 1 | 4 | 2 | 3
Cc1nn(C)cc1CNC(=O)C1CCC(=O)N(Cc2cccc(C(F)(F)F)c2)C1 (configuration not stated) | 7 | -2 | -4 | 0.7 | 0.0 | 10 | 0 | -2 | -2
COc1ccc(S(=O)(=O)N2CCCCCC2)cc1C(=O)N(C)Cc1ccc(OC)c(OC)c1OC | -4 | 3 | -8 | -1.9 | 0.1 | 9 | 0 | -4 | 2
CCOc1ccc2nc(SCC(=O)NC(=O)NCc3ccco3)[nH]c2c1 | 3 | -4 | -8 | 2.5 | 0.4 | 1 | 7 | -1 | 35
Cc1ccc(S(=O)(=O)N2CCOCC2)cc1NC(=O)CN(C)C1CCS(=O)(=O)C1 (configuration not stated) | 6 | -2 | 0 | 0.6 | -0.1 | 2 | 0 | -3 | -3
COC(=O)N/N=C/c1cccc(OCCSc2ccc(Cl)cc2)c1 | 8 | 10 | 3 | 1.5 | 0.1 | 10 | -1 | -1 | 7
COc1ccc(CCN2CCCC(CN(C)Cc3cc(OC)c(OC)c(OC)c3)C2)cc1 (configuration not stated) | -6 | 4 | -13 | 2.6 | -0.1 | 5 | 0 | 4 | -9
Cc1cccc(NC(=O)C(=O)NCC2CCCN2S(=O)(=O)c2cccs2)c1C (configuration not stated) | 6 | 1 | -35 | 1.1 | 0.1 | 4 | 1 | -3 | -2
COc1ccc(/C=N/NC(=O)CCSc2nc3ccccc3s2)cc1OC | 1 | 4 | 13 | 2.4 | 0.0 | 4 | -1 | -1 | 8
Cn1cc(CC(=O)NCCN2CCOCC2)c2ccccc21 | -2 | -3 | -3 | 2.5 | 0.6 | 5 | -1 | -8 | -4
CCCN1CCN(CCCNC(=O)c2cc3c(=O)[nH]c4ccccc4c3s2)CC1 | 16 | -2 | 5 | -2.3 | -0.1 | 5 | 0 | -1 | 0
COc1cc(NC(=O)COC(=O)CSc2ccccc2F)c(C)cc1[N+](=O)[O-] | 3 | -24 | 0 | 4.0 | 0.2 | 0 | -2 | 5 | 3
O=C(OC(C(=O)Nc1cccc(C(F)(F)F)c1)c1ccccc1)C1CCCCC1 (configuration not stated) | -5 | 6 | 14 | 2.2 | 0.1 | 3 | 0 | 2 | -4
Nn1c(SCC(=O)N2CCOCC2)nnc1-c1cccnc1 | -5 | / | 7 | -2.6 | -0.1 | 5 | / | -3 | /
O=C(c1ccc(OC2CCN(CCc3ccccc3)CC2)cc1)N1CCCC1 | -2 | -3 | -9 | 3.0 | 0.2 | -5 | 2 | -5 | -2
CC1CCN(c2nc3c(c(=O)[nH]c(=O)n3C)n2Cc2ccccc2Cl)CC1 | 1 | -1 | -9 | 2.1 | 0.0 | 1 | -3 | 4 | 7
Cc1cc(F)ccc1S(=O)(=O)N1CCCOC1CNC(=O)C(=O)NCCc1ccccc1 (configuration not stated) | 4 | -2 | -1 | 3.5 | 0.0 | 7 | -1 | -1 | -2
COCCN(C(=O)c1ccc2ccccc2c1)c1c(N)n(Cc2ccccc2)c(=O)[nH]c1=O | 5 | -1 | -2 | -1.8 | -0.1 | 7 | 1 | 2 | 2
CC(C)NC(=O)c1ccccc1NC(=O)/C=C/c1ccc([N+](=O)[O-])cc1 | 9 | -3 | 11 | 2.1 | 0.0 | 7 | 0 | -5 | 7
CCN(CC)C(=O)c1c(-c2ccccc2)oc2ccc(O)cc12 | -3 | -4 | 4 | 4.5 | 0.7 | -2 | 1 | 0 | -6
COC(=O)c1cc(C)ccc1OCc1ccc([N+](=O)[O-])cc1 | -2 | -1 | 0 | 1.4 | 0.0 | 7 | -1 | -1 | 0
O=S(=O)(c1ccc2ccccc2c1)N1CCN(c2ccc(O)cc2)CC1 | -8 | / | 4 | / | 0.2 | -13 | / | / | /
Cc1nn(Cc2noc(C(=O)NCC3CCCO3)n2)c(C)c1Br (configuration not stated) | 1 | -2 | -3 | 2.7 | 0.1 | -7 | -1 | -4 | -7
O=C(CCCn1c(=O)[nH]c2cc(Cl)ccc2c1=O)NCCN1CCN(c2ccccc2)CC1 | 7 | -1 | 11&-5 | 1.7 | -0.1 | -6 | -5 | 2 | -4
CC/C(=N\NC(=O)c1c(-c2ccccc2)noc1C)c1ccc(C)o1 | 2 | 3 | 1 | -1.2 | -0.1 | 1 | 0 | 0 | -5
CCOc1ccc(N2C(=O)CC(N3CCC(O)(c4ccc(Br)cc4)CC3)C2=O)cc1 (configuration not stated) | -32 | -1 | -6 | 3.5 | 0.0 | -39 | 6 | -7 | -5

Entries of single compounds from above:
Entry for COc1ccc(OCCCC(=O)OCC(=O)Nc2ccc(Cl)cn2)cc1 → proCasp3 act = -3; CTSL1 counter = -4; GASC-1 inh = -6; PP5 inh = 0.7; Efflux pump inh = 0.1; procasp7 counter = 9; TPT1 inh = 5; PP1 inh = -1; HCV core dimer = 5
Entry for COc1ccc(CCNC(=O)COC(=O)c2ccc(Br)o2)cc1 → proCasp3 act = -11; CTSL1 counter = -10; GASC-1 inh = 33; PP5 inh = 1.7; Efflux pump inh = -0.1; procasp7 counter = 8; TPT1 inh = 0; PP1 inh = 1; HCV core dimer = -7

Two records drawn at random from the list so far, as already listed:
SMILES | proCasp3 act | CTSL1 counter | GASC-1 inh | PP5 inh | Efflux pump inh | procasp7 counter | TPT1 inh | PP1 inh | HCV core dimer
O=S(=O)(c1ccc2ccccc2c1)N1CCN(c2ccc(O)cc2)CC1 | -8 | / | 4 | / | 0.2 | -13 | / | / | /
CC/C(=N\NC(=O)c1c(-c2ccccc2)noc1C)c1ccc(C)o1 | 2 | 3 | 1 | -1.2 | -0.1 | 1 | 0 | 0 | -5

Further entries follow:
SMILES | proCasp3 act | CTSL1 counter | GASC-1 inh | PP5 inh | Efflux pump inh | procasp7 counter | TPT1 inh | PP1 inh | HCV core dimer
CCCCn1nnnc1SCC(=O)NCc1ccccc1 | -8 | -9 | -4 | 0.8 | 0.4 | -5 | 1 | 0 | 3
Cc1nn2c(N3CCN(CCO)CC3)c3c(nc2c1-c1ccccc1)CCCC3 | 3 | -2 | / | -0.8 | 0.0 | 4 | -3 | -1 | -5
Cc1cc(=O)oc2ccc(OC(=O)CC(C)C)cc12 | -3 | -1 | 41 | 2.2 | 0.1 | -3 | 1 | 1 | -2
O=C(/C(N=Nc1cccc([N+](=O)[O-])c1)=C(/O)c1ccc(Br)cc1)C(F)(F)F | -1 | 10 | -12 | 1.3 | 0.3 | -3 | -1 | -3 | 1
N#CCCn1cc(C(=O)CN2C(=O)NC3(CCCCCC3)C2=O)c2ccccc21 | 9 | / | / | 0.6 | 0.0 | -4 | / | 2 | /
CCCn1c(SCC(=O)Nc2ccc(Cl)cn2)nnc1C1CC1 | -3 | -2 | -8 | 3.4 | 0.3 | 5 | 3 | -3 | 4
